A3A deaminase = blocks human APOBEC3A ssDNA deamination. P31941. recombinant A3A, FAM/TAMRA ssDNA deamination fluorescence. inhibition, % at 20 µM. 330,000 compounds, 0.41% hits. AID 493011;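 active = at least 40% inhibition at 20 µM here, with at most 30% in a related deaminase screen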;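 also: plate controls were A3A with DMSO for no effect and wells lacking A3A enzyme for full effect; some results filed as inactive read as strong as hits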
Target sequence (P31941 whole entry, looked up): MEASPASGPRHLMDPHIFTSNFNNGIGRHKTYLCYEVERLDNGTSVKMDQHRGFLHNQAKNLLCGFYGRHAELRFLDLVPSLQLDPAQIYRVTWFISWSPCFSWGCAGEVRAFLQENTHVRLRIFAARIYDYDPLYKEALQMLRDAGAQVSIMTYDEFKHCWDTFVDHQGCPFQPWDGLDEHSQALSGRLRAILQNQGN
hIAP block = blocks human intestinal alkaline phosphatase. P09923. purified IAP, CDP-Star luminescence, 30 min. inhibition, % at 10 µM. 330,000 compounds, 0.12% hits. AID 2544;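 active = inhibition reaching a set limit with compound at 10 µM in the primary screen, cut at about 35% in these data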;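 also: plate controls were DMSO wells with enzyme for no effect and no-enzyme buffer wells for full effect; values of inactives mirror those of a sister screen read the other way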
Target sequence (P09923 whole entry, looked up): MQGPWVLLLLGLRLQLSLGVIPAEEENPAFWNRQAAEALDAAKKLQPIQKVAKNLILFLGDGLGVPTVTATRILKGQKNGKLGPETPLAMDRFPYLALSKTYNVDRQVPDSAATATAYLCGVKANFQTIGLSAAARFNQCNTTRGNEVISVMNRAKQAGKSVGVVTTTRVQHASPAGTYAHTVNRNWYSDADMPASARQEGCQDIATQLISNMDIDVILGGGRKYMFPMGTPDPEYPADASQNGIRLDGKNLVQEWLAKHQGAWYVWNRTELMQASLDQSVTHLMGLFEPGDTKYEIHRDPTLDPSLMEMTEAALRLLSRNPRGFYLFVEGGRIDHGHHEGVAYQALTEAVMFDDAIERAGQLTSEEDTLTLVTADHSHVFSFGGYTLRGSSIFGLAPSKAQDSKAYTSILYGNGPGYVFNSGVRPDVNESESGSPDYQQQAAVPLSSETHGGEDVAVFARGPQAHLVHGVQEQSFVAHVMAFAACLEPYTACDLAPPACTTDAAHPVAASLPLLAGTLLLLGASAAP
mIAP inh = mouse IAP inhibition. purified mouse IAP, CDP-Star luminescence, 30 min. inhibition, % at 10 µM. 330,000 compounds, 0.2% hits. AID 2806;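 active = inhibition of at least 40% at 10 µM in the primary screen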;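 also: plate controls were DMSO with enzyme for no effect and no enzyme wells for full effect; values of inactives mirror those of a sister screen read the other way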
A3G deaminase = blocks human APOBEC3G single-stranded DNA deamination | 330,000 compounds, 0.28% hits | recombinant A3G, ssDNA deamination FAM/TAMRA fluorescence | Q9HC16 | inhibition, % at 20 µM;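 active = inhibition of at least 40% at 20 µM, with no more than 30% in the related APOBEC3A deaminase screen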;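 also: plate controls were DMSO wells with A3G for no effect and wells lacking A3G enzyme for full effect; some compounds called inactive have numbers as strong as hits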
MIN6 prolif = induces beta-cell replication in MIN6 cells; 330,000 compounds, 0.29% hits; AID 2380; MIN6 cells proliferation, ATPlite luminescence, 48 h; cells starved in 0.2% serum; 100% = growth in 10% serum; proliferation, % at 10 µM;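 active = compounds whose signal lies at least 3.5 SD above the mean of all wells on their plate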;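 also: 0% = DMSO-treated cells in low-serum medium and 100% = 10% serum control; some compounds called inactive have numbers as strong as hits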
TIM10 inh = inhibits growth of TIM10 yeast strain; S. cerevisiae TIM10 strain growth, BacTiter-Glo luminescence, 24 h; inhibition, % at 10 µM; 330,000 compounds, 1.4% hits; AID 463195;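 active = inhibition of 40% or more at the single tested concentration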;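 also: wild-type TIM10 isogenic control strain grown at permissive 25 °C; 0% = DMSO yeast wells and 100% = minimal medium wells without yeast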
NALP3 yeast inh = inhibitors of NALP3 inflammasome in yeast; Yeast reconstituted NLRP3/ASC/caspase-1, beta-gal luminescence, 24 h; inhibition, % at 10 µM; 330,000 compounds, 0.39% hits;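 active = inhibition of 50% or more; inactive = inhibition below 50%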;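 also: plate controls were induced DMSO wells for no effect and uninduced yeast grown without galactose for full effect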
tim10-1 inh = inhibits growth of tim10-1 mutant yeast. inhibition, % at 20 µM. 330,000 compounds, 2.2% hits. S. cerevisiae tim10-1 ts strain growth, BacTiter-Glo, 24 h;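 active = inhibition of at least 40%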;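 also: mutant grown at 25 °C; 0% = DMSO wells with yeast and 100% = wells holding no yeast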
mIAP act = increases mouse intestinal alkaline phosphatase activity. 330,000 compounds, 0.24% hits. activation factor at 10 µM. muIAP, CDP-Star luminescence, 30 min; hits give high values; 1 = vehicle-only enzyme signal, 0 = enzyme-free wells;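 active = activation factor of at least 2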; also: the source names both 10 and 20 µM as test concentration; values of inactives mirror those of a sister screen read the other way
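Assay system: mouse IAP enzyme; Reagent: CDP-Star chemiluminescent phosphatase substrate; Compound: DMSO-dissolved test compounds; Incubation: 30 min, room temperature; Technique: luminescence from enzymatic CDP-Star hydrolysis; Controls: DMSO-only wells and no-enzyme negative control.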
Active calls of the source: *.

SMILES	A3A deaminase	hIAP block	mIAP inh	A3G deaminase	MIN6 prolif	TIM10 inh	NALP3 yeast inh	tim10-1 inh	mIAP act
Cc1ccc(-c2nnc(N(C)C(=O)c3cccnc3)s2)cn1	0.1	0.1	3.6	0.7	-2.2	13.6	6.3	-1.9	0.964
O=C(NCC1CCCO1)C(=O)NCC(c1ccco1)N1CCN(c2ccccc2)CC1 (stereo not given)	-1.3	11.3	6.4	-9.0	0.0	6.6	15.6	10.9	0.936
O=C1NC(c2ccccc2)Oc2ccccc21 (stereo not given)	-6.9	20.9	-0.1	-6.9	-0.1	18.0	-2.9	22.1	1
CC(C)NC(=O)COC(=O)c1cncc(Br)c1	-1.1	-7.0	-8.5	2.3	3.0	-1.1	18.3	17.6	1.08
COc1ccc2[nH]c3c(=O)n(CCCCCC(=O)NCCC(C)C)c(=S)[nH]c3c2c1	-3.7	-21.1	-6.1	-10.3	-4.2	-15.1	-9.5	-28.8	1.06
Cc1cc(C)c(C(=O)C(C)OC(=O)C2=COCCO2)cc1C (stereo not given)	-2.3	9.5	3.6	-3.6	3.5	3.5	19.8	14.1	0.964
Cc1[nH]n(-c2ccccc2)c(=O)c1C(c1ccc(O)c([N+](=O)[O-])c1)c1c(C)[nH]n(-c2ccccc2)c1=O	-2.0	0.8	18.1	-2.0	-2.3	17.2	-25.5	32.0	0.819
CC1O[C@@H](OC2C(O)C(O)C(CO)O[C@H]2OC2C[C@]3(C)C(CC(O)C4[C@@H]([C@]5(C)CC[C@@H](C(C)(C)O)O5)CC[C@]43C)[C@@]3(C)CCC(O)C(C)(C)C23)C(O)C(O)C1O (stereo not given in full)	-2.7	8.4	0.7	-3.8	1.6	2.9	19.8	-9.4	0.992
Cc1ccc(C2=C(O)c3ccccc3C(=O)C2=O)cc1	-2.8	3.3	7.1	-3.9	-2.3	-4.6	12.4	-12.6	0.929
CC(C)CN(CCNC(=O)CC1Oc2ccccc2NC1=O)CC(C)C (stereo not given)	-0.5	-4.1	-5.2	-3.0	3.7	9.2	1.0	-2.8	1.05

The final 7 compounds of the section above are carried over, then new ones follow:
SMILES	A3A deaminase	hIAP block	mIAP inh	A3G deaminase	MIN6 prolif	TIM10 inh	NALP3 yeast inh	tim10-1 inh	mIAP act
CC(C)NC(=O)COC(=O)c1cncc(Br)c1	-1.1	-7.0	-8.5	2.3	3.0	-1.1	18.3	17.6	1.08
COc1ccc2[nH]c3c(=O)n(CCCCCC(=O)NCCC(C)C)c(=S)[nH]c3c2c1	-3.7	-21.1	-6.1	-10.3	-4.2	-15.1	-9.5	-28.8	1.06
Cc1cc(C)c(C(=O)C(C)OC(=O)C2=COCCO2)cc1C (stereo not given)	-2.3	9.5	3.6	-3.6	3.5	3.5	19.8	14.1	0.964
Cc1[nH]n(-c2ccccc2)c(=O)c1C(c1ccc(O)c([N+](=O)[O-])c1)c1c(C)[nH]n(-c2ccccc2)c1=O	-2.0	0.8	18.1	-2.0	-2.3	17.2	-25.5	32.0	0.819
CC1O[C@@H](OC2C(O)C(O)C(CO)O[C@H]2OC2C[C@]3(C)C(CC(O)C4[C@@H]([C@]5(C)CC[C@@H](C(C)(C)O)O5)CC[C@]43C)[C@@]3(C)CCC(O)C(C)(C)C23)C(O)C(O)C1O (stereo not given in full)	-2.7	8.4	0.7	-3.8	1.6	2.9	19.8	-9.4	0.992
Cc1ccc(C2=C(O)c3ccccc3C(=O)C2=O)cc1	-2.8	3.3	7.1	-3.9	-2.3	-4.6	12.4	-12.6	0.929
CC(C)CN(CCNC(=O)CC1Oc2ccccc2NC1=O)CC(C)C (stereo not given)	-0.5	-4.1	-5.2	-3.0	3.7	9.2	1.0	-2.8	1.05
Cc1ccc(C2NC(C(=O)O)CS2)cc1 (stereo not given)	-4.1	-11.9	3.9	-6.4	1.0	11.3	23.3	-8.2	0.961
CC1=C(C(=O)Nc2ccc(C)cc2C)C(c2ccc(C)o2)NC(=O)N1 (stereo not given)	-6.0	-13.2	-19.9	1.4	-0.5	-4.1	1.2	5.8	1.2
CC1=NC(C)(C)Cc2cc(C)c(C)cc21	0.7	8.4	-2.8	-5.3	-3.7	-6.3	7.2	-15.3	1.03
COc1ccc(/C(C)=N\NC(=O)CSc2nnc(C)s2)cc1	-2.0	-1.7	5.1	-6.6	0.0	-13.4	9.4	12.2	0.949
O=C(NCC1CCCO1)C(c1ccc(F)cc1)N(CCCN1CCOCC1)C(=O)c1ccc(-c2ccccc2)[nH]1 (stereo not given)	-2.8	-5.6	2.1	-6.9	1.5	-19.0	18.1	2.6	0.979
O=C(c1ccc(-c2nnc(-c3ccccc3)o2)cc1)N1CCCCCC1	-0.8	-0.6	-5.2	-0.8	-0.3	10.9	16.2	44.9*	1.05
COCCCn1c(SCC(=O)NC2CCCCC2)nnc1-c1ccncc1	1.0	-32.2	8.3	-4.8	-2.3	-2.6	22.9	11.2	0.917
Cc1cc(C(=O)C(=O)N(C)C)c(C)n1-c1ccc(Cl)cc1	-3.3	-3.4	4.8	-8.1	-1.8	6.3	1.1	15.8	0.952
CC(C)c1ccc(NC(=O)NCc2ccccn2)cc1	1.1	10.4	5.4	1.6	0.2	26.5	14.8	21.2	0.946
Cc1cc(C)c(C(N)=O)c(Nc2cccc(Cl)c2C)n1	0.1	-11.5	1.9	-6.5	-1.8	8.3	3.5	9.3	0.981
CC(C)CNC(=O)C(=O)NC1CCCC1	-0.7	-4.0	1.4	-7.8	-2.4	7.7	-4.0	7.1	0.986
COc1ccc(/C=C/C(=O)c2ccc3c(c2)OCO3)c(OC)c1	-0.9	-6.3	6.2	-12.4	-4.9	31.2	14.4	31.2	0.938
O=C(Cc1ccc(-n2c(=O)c3sccc3n(Cc3ccc(F)cc3)c2=O)cc1)NCc1ccco1	-3.6	-1.8	6.3	-4.5	2.6	8.9	-5.7	17.1	0.937
COc1ccccc1N1CCN(/N=C/c2cc(OC)c(OC(C)=O)c(OC)c2)CC1	-6.6	1.6	2.2	-4.1	-2.6	0.4	12.6	17.3	0.978
CC(C)=CCc1c(C)nc2ccccc2c1C(=O)O	-0.3	-12.5	6.7	-1.7	-1.2	-8.6	11.3	0.2	0.933
O=C(Nc1ccccc1)N1N=C(c2cccs2)CC1c1cccs1 (stereo not given)	-1.2	-7.0	-3.4	-6.2	-0.8	24.9	-0.7	4.1	1.03
COc1ccc(-c2ccc(SCC(=O)NCc3ccc4c(c3)OCO4)nn2)cc1OC	-6.8	6.2	-1.1	-1.5	-1.3	4.1	7.2	20.5	1.01
COc1ccc(CCNC(=O)Cc2ccc(NS(=O)(=O)c3ccc(F)cc3)cc2)cc1OC	-1.5	10.2	1.7	-5.4	-1.3	-1.5	-0.8	-10.3	0.983
COc1ccc(OC)c(S(=O)(=O)N2CCC3(CC2)OCCN3S(=O)(=O)c2ccccc2)c1	15.2	-6.2	-3.8	-4.8	2.1	13.0	22.1	20.2	1.04
C[C@@H](C(=O)Nc1ccc2ccccc2c1)[C@@H]1C[C@@]1(C)[C@@H](NC(=O)c1cccnc1)c1ccccc1	-3.4	7.3	-80.6	-11.6	-4.7	-0.7	7.4	-10.2	1.81
CCn1c(O)c(N=NC(=O)CNC(=O)/C=C/c2ccccc2)c2ccccc21	-1.0	2.4	3.0	1.5	-5.9	-0.9	17.5	17.8	0.97
Cn1nc(C(F)(F)F)c(-c2ccccc2)c1NC(=O)c1nccnc1C(=O)O	0.3	11.1	6.7	-3.1	-2.1	0.0	13.6	-2.9	0.933
CCOc1ccccc1CNC(=O)C1CCC(=O)N1C(C)C (stereo not given)	-0.5	3.9	-3.2	-4.9	2.4	7.0	5.5	-0.5	1.03
COc1ccc(N2CCN(C(=O)COc3ccc4c(C)cc(=O)oc4c3)CC2)cc1	1.4	3.1	-1.2	-0.3	-2.5	-3.8	7.5	17.6	1.01
Cc1cc(C(=O)NCc2cccs2)c(C)o1	-4.6	1.8	0.8	-7.7	1.0	1.9	5.4	10.9	0.992
O=C1CC(c2ccccc2)CC(O)=C1C=Nc1ccccc1Cl (stereo not given)	3.7	0.2	-11.2	3.6	0.8	8.8	9.4	26.5	1.11
CCCNC(=O)c1cc2c(C(F)(F)F)nn(C)c2s1	2.1	-3.3	-1.6	-4.1	-2.3	-14.8	14.1	-13.0	1.02
CCOc1ccc(-c2cc(C(=O)Nc3ccc4c(c3)OCCO4)c3ccccc3n2)cc1	-2.6	15.7	5.6	-4.3	-3.4	22.4	9.1	25.1	0.944
COc1ccc(NC(=O)c2ccccn2)cc1OC	8.3	-2.2	0.5	-6.3	4.5	8.2	23.8	9.9	0.995
COc1ccc(NC(=O)CN(C)S(=O)(=O)c2cccs2)cc1	-2.7	4.8	4.2	-6.1	0.5	0.9	15.2	10.1	0.958
COCCn1nnnc1CN1CCC(Cc2ccccc2)CC1	-0.6	-20.7	-10.2	2.6	-1.6	-5.9	19.4	9.5	1.1
O=C(NNC(=O)c1ccc(-c2ccccc2)cc1)c1ccccc1	1.1	7.0	5.3	-4.9	0.0	-20.4	23.1	-12.4	0.947
CCOC(=S)SCc1cn2ccc(C)cc2n1	-1.6	-11.3	9.7	-1.1	-1.5	6.2	24.3	21.2	0.903
CCC(=O)c1ccc(OCC(=O)N(CC)CC(=O)Nc2ccccc2OC)cc1	-2.7	9.5	8.7	-8.9	3.7	11.8	18.6	11.9	0.913
Cc1ccc(-c2cc(C(=O)N3CCOCC3)c3cc(C)ccc3n2)cc1	1.4	20.4	2.2	1.9	0.0	1.6	15.3	28.9	0.978
CCc1cccc(NC2c3ccccc3C(=O)N2c2cccnc2)c1 (stereo not given)	-0.1	7.8	-16.0	-0.8	-3.0	6.7	15.2	28.2	1.16
CCOCCCNC(=O)C(NC(=O)Cc1cccs1)c1ccc(Cl)cc1 (stereo not given)	-3.6	9.6	6.8	-4.5	-1.2	10.4	3.9	3.4	0.932
COC(=O)c1ccc2c(=O)n(Cc3ccco3)c(SCC(=O)Nc3cc(C)on3)nc2c1	-1.1	4.3	6.5	7.3	-3.3	-3.8	24.4	-4.7	0.935
CCCCN(CCCNC(=O)Cn1ncc2ccsc2c1=O)Cc1ccccc1	1.0	-8.6	-2.9	-0.7	-0.4	-26.5	-11.8	4.5	1.03
O=C(CNCC1CCCO1)N1CCCCCC1 (stereo not given)	-4.4	2.3	-9.0	-9.8	-2.6	-6.2	20.4	-11.4	1.09
CCOC(=O)C1C(c2ccc(C(=O)O)cc2)NC(=O)NC1(O)C(F)(F)F (stereo not given)	1.1	-6.3	-4.7	-7.0	0.5	-17.2	4.5	-3.6	1.05
CCOC(=O)N1CCC(Nc2c(N3CCN(c4cc(Cl)ccc4C)CC3)c(=O)c2=O)CC1	0.7	-8.2	-41.3	-6.7	-3.5	21.4	4.0	-14.0	1.41
O=C(NC1CCCC1)C(c1ccccc1)N(Cc1ccccc1)C(=O)c1csnn1 (stereo not given)	-1.3	-5.0	-4.4	-7.9	-3.4	23.3	8.2	7.1	1.04
CC(C)CC(=O)NC(=S)Nc1ccc(N2CCOCC2)c(Cl)c1	-5.4	5.1	11.2	-7.7	-4.1	18.6	15.0	14.5	0.888
CCN(CC)S(=O)(=O)c1cccc(C(=O)Oc2cccnc2)c1	2.9	-14.4	-7.6	-1.4	1.6	0.7	16.4	25.8	1.08
Cc1ccc(-c2csc(NC(=O)CSC3=NCCS3)n2)cc1	0.6	20.0	-2.3	-0.3	-4.9	19.7	18.8	24.5	1.02
Cc1cc(-c2ccccc2)nc(=O)[nH]1	0.1	10.5	1.2	-3.0	-0.9	-20.1	17.9	5.6	0.988
